# HT1080 IDH1KD tx: HT-1080 IDH1 knockdown cell toxicity (counter line). actives 2% (n = 360,000). HT-1080 IDH1 knockdown viability, ATP luminescence, 48 h. Potency, µM (series often up to 46.1 µM), without a hit: at the top dose activity, negative = toxicity, actives largely listed as cytotoxic;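 further: potency means the concentration at half of the fitted maximal effect; 0% = DMSO wells and -100% = cell-free medium wells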
#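 After a 2 h attachment period, IDH1KD HT-1080 cells took pin-transferred compound for 48 h at 37 °C; ATP-based luminescence after 10 min room-temperature reagent incubation reported viability.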
# IL1B secr inh: inflammasome signaling inhibition, IL-1 beta readout | THP-1 LPS/ATP IL-1B secretion, AlphaLISA, 16 h; hits give low values | activity change, % at 57.5 µM | actives 4.7% (n = 360,000) | AID 743279; in the data active means activity change below about -50%; inconclusive means mostly about -30% to -49%; further: on the % scale 0 is the no-effect control and ±100 the full control effect
#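 THP-1 cells pretreated 1 hr with compounds (up to 57.5 uM final), then stimulated with LPS (250 ng/mL final) plus ATP (1.25 mM final); secreted IL-1B measured by AlphaLISA after 16 hr, decreased signal indicating inhibition.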
# HT1080NT lethal: kills 2HG-producing HT-1080-NT fibrosarcoma cells | HT-1080-NT fibrosarcoma viability, CellTiter-Glo ATP luminescence, 48 h | Potency, µM (top dose mostly 46.1 µM), for inactives: at the top dose activity, negative = less viability, actives largely listed as cytotoxic | actives 1.6% (n = 360,000) | AID 686970;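 further: NT is the 2HG producing partner of a matched IDH1 knockdown line; potency means the concentration at half of the fitted maximal effect; 0% = DMSO-treated cells and -100% = media-only wells without cells; nearly all actives have a fitted effect of over 55% in size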
#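 Compounds were tested in concentration-response format on HT-1080-NT cells for 48 hours at 37 degrees C. Cell viability came from CellTiter-Glo luminescence; curves were classified by r2, response magnitude and activity.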
# KB-V1 cytotox: KB-V1 MDR subline cytotoxicity; KB-V1 MDR cells viability, CellTiter-Glo, 72 h; actives 3.4% (n = 400,000); Potency, µM (highest dose often 46.1 µM), inactives show at the top dose activity change, negative = cytotoxicity, hits mostly cytotoxic; further: potency means the concentration at half of the fitted maximal effect; on the % scale 0 is the no-effect control and ±100 the full control effect; nearly all actives have a fitted effect of over 60% in size
#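 Cells of the MDR subline KB-V1 are plated, dosed with compound at multiple concentrations, and incubated 72 h at 37 degrees C; CellTiter-Glo is then added and luminescence read after 10 min.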
# D3 antag: blocks the human D3 dopamine receptor | D3R cells, DiscoveRx beta-arrestin luminescence, antagonist mode; hits give low values | actives 2.5% (n = 360,000) | max response, negative = inhibition, % | AID 652054; in the data active means max response below about -50%; inconclusive means no clear call, values can overlap the other calls; further: on the % scale 0 is the no-effect control and ±100 the full control effect; mostly tested at two doses, the higher about 12 µM
# Target sequence (P35462 whole entry, looked up): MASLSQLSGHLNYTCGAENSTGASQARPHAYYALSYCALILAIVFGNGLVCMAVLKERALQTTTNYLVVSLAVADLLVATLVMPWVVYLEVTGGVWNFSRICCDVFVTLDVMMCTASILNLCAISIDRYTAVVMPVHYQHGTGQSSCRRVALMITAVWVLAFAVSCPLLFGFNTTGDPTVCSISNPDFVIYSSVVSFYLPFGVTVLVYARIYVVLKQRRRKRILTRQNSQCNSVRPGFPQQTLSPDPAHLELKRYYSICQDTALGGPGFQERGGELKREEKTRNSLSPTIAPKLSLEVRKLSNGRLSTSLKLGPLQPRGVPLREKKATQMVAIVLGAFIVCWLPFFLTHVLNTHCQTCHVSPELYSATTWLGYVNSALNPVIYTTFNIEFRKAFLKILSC
#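 Cells plated overnight at 1500 cells/well, then exposed to library compounds with dopamine controls for 90 minutes at 37 degrees C. DiscoveRx reagent added for 30–60 minutes at room temperature; luminescence read, quantitative HTS format.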
# SW480 rereplic: inducers of DNA re-replication in SW480 colon cancer cells | actives 1.8% (n = 340,000) | AID 624297 | Potency, µM (series often up to 46.1 µM), for inactives: at the highest dose re-replication activation, hits mostly activators | SW480 DNA re-replication, Hoechst DNA content imaging, 48 h; further: potency means the concentration at half of the fitted maximal effect; % of control where 0% means no effect; nearly all actives have a fitted effect of over 55% in size
#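 Hoechst fluorescence of nuclei (405 nm excitation, 500-530 nm emission) measured by plate-scanning imager after 48 hr compound exposure at 37 C; re-replication scored as increased number of nuclei with elevated intensity.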
# GLP-1R agonist: agonists of human GLP-1 receptor; actives 0.007% (n = 380,000); HEK293 GLP-1R CRE-luciferase, luminescence, 4-6 h; cells express a hypersensitive GLP-1R form; Potency, µM (series often up to 45.6 µM), for the others: at the highest dose activation, usual class: activators; further: potency means the concentration at half of the fitted maximal effect; % of control where 0% means no effect
# Target sequence (P43220 whole entry, looked up): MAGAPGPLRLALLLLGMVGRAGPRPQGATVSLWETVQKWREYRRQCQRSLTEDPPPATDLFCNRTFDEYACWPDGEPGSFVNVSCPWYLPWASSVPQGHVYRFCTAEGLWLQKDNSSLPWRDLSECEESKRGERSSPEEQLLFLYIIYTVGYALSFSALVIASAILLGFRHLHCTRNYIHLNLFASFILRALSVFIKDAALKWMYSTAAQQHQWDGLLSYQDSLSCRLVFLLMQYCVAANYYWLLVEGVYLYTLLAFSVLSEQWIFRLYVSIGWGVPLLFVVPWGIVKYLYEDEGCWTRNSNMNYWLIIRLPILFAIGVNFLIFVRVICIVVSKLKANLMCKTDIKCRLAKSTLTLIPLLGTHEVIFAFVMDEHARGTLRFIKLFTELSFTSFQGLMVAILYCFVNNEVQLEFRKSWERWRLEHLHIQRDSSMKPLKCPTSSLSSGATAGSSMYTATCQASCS
# KB-3-1 cytotox: KB-3-1 parental cell cytotoxicity | KB-3-1 viability, CellTiter-Glo ATP luminescence, 72 h | actives 1.4% (n = 400,000) | Potency, µM (series often up to 46.1 µM), without a hit: at the highest dose activity change, negative = cytotoxic, actives largely listed as cytotoxic | AID 1347075; further: potency means the concentration at half of the fitted maximal effect; on the % scale 0 is the no-effect control and ±100 the full control effect; nearly all actives have a fitted effect of over 60% in size
#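 KB-3-1 parental drug-naive adenocarcinoma cells in DMEM/10% FBS, incubated 72 h at 37 C with pin-transferred compounds across a concentration series. Viability by CellTiter-Glo luminescence; concentration-response curves fitted after normalization.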
# D3 ag: agonists of human D3 dopamine receptor. P35462. D3R DiscoveRx beta-arrestin cells, luminescence, 90 min. max activation, %. actives 0.58% (n = 410,000); in the data active means max activation above about 30%; further: 0% is about no effect; mostly tested at two doses, the higher about 12 µM
#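 Agonist-mode cell screen: cells plated at 1500/well and incubated overnight at 37 °C, then exposed to library compounds for 90 min at 37 °C. Detection reagent was added for 30–60 min at room temperature, and luminescence was read.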
# * marks the source's active call; other numbers are inactive results; ? = inconclusive; / = no result given; [ ] = another dose, or the depositor's remark. Unless noted, the call rests on the fitted dose curve; in most records, active means well fitted curve in the direction sought with a large enough effect; inconclusive means small, poorly fitted or top-dose-only effect, or another doubt; inactive means no such curve, though single readings can be large; an effect the other way counts as inactive or inconclusive.
SMILES,HT1080 IDH1KD tx,IL1B secr inh,HT1080NT lethal,KB-V1 cytotox,D3 antag,SW480 rereplic,GLP-1R agonist,KB-3-1 cytotox,D3 ag
CCN(CC)S(=O)(=O)c1cccc(C(=O)/C=C2/N(C)c3ccccc3C2(C)C)c1,-11%,?,-11%,-30%,7,21µM*,14%,-3%,2
CCN(CC)c1ccc(NC(=O)c2ccc(Cl)nc2)cc1,7.3µM*,61,?,4.6µM*,?,16µM*,-2%,5.2µM*,1
Cc1cc(NC(=O)c2cccs2)cc(-c2nc3ncccc3o2)c1O,18%,4,14%,-8%,25,?,-5%,-4%,2
Cc1ccc(C(=O)N[C@H](C(=O)Nc2ccc(N3CCOCC3)cc2)C(C)C)cc1,1%,5,3%,15%,5,-6%,-2%,17%,6
Cc1onc(-c2ccccc2)c1C(=O)NC(=S)Nc1sc2c(c1C#N)CCCC2,13%,27,8%,-16%,-9,3%,-1%,-3%,11
CCOc1cc(/C=C2\SC(=O)N(CC(=O)Nc3ccccc3F)C2=O)cc([N+](=O)[O-])c1O,0%,-20,-6%,-21%,-3,-8%,1%,-4%,5
Cc1cc(C)n(CC(O)CN(c2ccccc2)S(=O)(=O)c2ccc3ccccc3c2)n1 (stereo not drawn),-9%,6,-4%,1%,11,?,22%,-9%,0
CCN(CC)C(=O)C1=C(C)N(CCCN2CCCC2=O)C(=O)C(CC(=O)NCCCN(C)C)C1 (stereo not drawn),9%,12,-2%,19%,22,/,0%,19%,3
Cc1ccccc1S(=O)(=O)c1cc(C#N)c(=O)[nH]c1N,1%,11,13%,9%,-1,-10%,0%,24%,0
CCOC(=O)c1cc(CC)sc1/N=C/C1C(=O)CCCC1=O,-2%,73,-4%,12%,13,14%,12%,2%,1
N#Cc1cccc(C(Br)S(=O)(=O)c2ccccc2)c1 (stereo not drawn),0%,-20,1%,2%,6,/,-5%,-9%,0
CCOc1ccc2c(c1)c(N=O)c(O)n2C,0%,-64*,-1%,18%,-9,1%,14%,-3%,-4
COc1ccc(-c2nc(CS(=O)CC(=O)NCc3ccc(Cl)cc3)c(C)o2)cc1OC (stereo not drawn),-13%,-22,-19%,-18%,1,-9%,19%,-1%,-7
COc1ccc(-c2c(NC(=O)c3ccco3)oc3c(C)cccc3c2=O)cc1,0%,4,-8%,?,0,-2%,9%,8%,-6
CN(C)C(=O)N=NC(=O)N(C)C,13%,-14,24%,14%,27,-29%,0%,0%,-5
Cc1ccccc1NC(=O)Nc1ccccc1C(=O)NCc1ccccc1,1%,-13,0%,-4%,1,-3%,21%,?,-7
Cc1ccc(-c2nn3nnnc3c3ccccc23)cc1,?,18,?,-6%,40,-1%,-11%,-3%,2
CSc1cnc2c(N)nc(N(C)C)nc2n1,10%,-1,0%,-8%,5,1%,19%,0%,-3
COc1ccc(-c2ccc(SCC(=O)N3c4ccccc4CC3C)nn2)cc1OC (stereo not drawn),2%,-18,7%,?,21,?,31%,-3%,12
CCc1[nH]c(=O)[nH]c1C(C)S(=O)(=O)c1ccc(C)cc1 (stereo not drawn),-11%,-15,?,30%,5,-31%[inhibitor],2%,0%,5
Cc1ccc(S(=O)(=O)c2c(C)nn(C(C)(C)C)c2OC(=O)CC(C)C)cc1,?,19,?,-1%,7,21%,15%,1%,8
COc1cc(C(=O)NNC(=O)/C=C/c2ccccc2)cc(OC)c1OC,-23%,-74*,-6%,-7%,1,2%,10%,-7%,-10
CCOC(=O)CSC1=C(C#N)C(c2ccc(C)s2)CC(=O)N1 (stereo not drawn),1.8µM*,-18,0.71µM*,1.8µM*,15,5%,31%,5.2µM*,17
COC(=O)c1ccc(CN(c2ccccc2Cl)S(C)(=O)=O)cc1,1%,22,-1%,-11%,-11,-21%,10%,-6%,-2
CCOc1ccc(N2C(=O)CC(Sc3nccc(C)n3)C2=O)cc1 (stereo not drawn),15%,25,11%,-1%,13,-1%,-4%,13%,2

# Single entries from the list:
# Value for Cc1ccccc1NC(=O)Nc1ccccc1C(=O)NCc1ccccc1 under D3 antag: 1
# Value for Cc1cc(C)n(CC(O)CN(c2ccccc2)S(=O)(=O)c2ccc3ccccc3c2)n1 (stereo not drawn) under KB-V1 cytotox: 1%
# Value for Cc1ccc(C(=O)N[C@H](C(=O)Nc2ccc(N3CCOCC3)cc2)C(C)C)cc1 under KB-3-1 cytotox: 17%

# Following part:
SMILES,HT1080 IDH1KD tx,IL1B secr inh,HT1080NT lethal,KB-V1 cytotox,D3 antag,SW480 rereplic,GLP-1R agonist,KB-3-1 cytotox,D3 ag
CCCCN1C[C@H](CSC)[C@@H](CC(=O)Nc2ccc(OC)cc2)C1=O,4%,-20,3%,?,-17,/,12%,11%,-7
CC1CN(C(=O)c2ccc(COc3ccc4ccccc4c3)o2)CC(C)O1 (stereo not drawn),-14%,0,0%,-21%,9,-3%,11%,0%,-1
COc1ccc(CNC(=O)C2(C)Cc3c(-c4ccc5c(c4)OCO5)ccnc3O2)cc1OC (stereo not drawn),?,24,-16%,-21%,2,/,0%,-21%,9
Cc1ccccc1SCCNC(=O)c1ccccc1Br,-5%,?,-16%,-1%,?,2%,29%,-12%,-5
FC(F)(F)c1cccc(OCC2CNC(=S)O2)c1 (stereo not drawn),0%,17,-5%,-10%,-19,2%,-11%,0%,-4
COc1cc(OC)c(Cl)cc1N,6%,-7,5%,13%,?,-4%,-3%,6%,7
Cn1c(-c2ccc(F)cc2)cnc1NCc1ccc(F)cc1F,0%,9,-1%,-20%,-4,-5%,12%,-1%,-1
Cc1cccnc1C(NC(=O)C1CCN(CCOc2ccc(F)cc2)CC1)c1ccc(Cl)cc1 (stereo not drawn),16µM*,-69*,?,-7%,0,/,-5%,-8%,-22
O=C(Cc1csc(NC(=O)Nc2cccc(Cl)c2)n1)NC1CCCC1,-1%,-17,1%,-19%,22,-2%,-1%,?,4
COc1ccc(S(=O)(=O)N2CCCCCC2)cc1C(=O)N(C)CC(=O)Nc1ccccc1C(F)(F)F,1%,-19,4%,-10%,37,-20%,7%,-15%,1
CCc1nnc(NC(=O)CSc2nnc(CSc3nc(C)cc(C)n3)n2C)s1,9%,33,3%,-2%,9,-14%,-8%,22%,1
CCCN1CCN(C(=O)c2cc(COc3ccc(F)cc3F)on2)CC1,9%,0,2%,-4%,-14,-2%,4%,-10%,-20
O=C(CN1CCC(C(=O)c2ccc(F)cc2)CC1)Nc1ccc(F)cc1,-20%,-13,-19%,?,-71*,-1%,-3%,-15%,1
CCn1c(SCC(=O)NCC2CCCO2)nnc1-c1ccccc1OC (stereo not drawn),4%,37,4%,25%,5,?,-5%,?,15
CCC1(C)Cc2ccccc2-c2nc3n(c(=O)c21)CC(C(=O)O)S3 (stereo not drawn),5%,-3,5%,17%,-5,0%,-5%,6%,1
Cc1ccc(C)c(OCc2cc(C(=O)N3CCN(c4ccccc4)CC3)no2)c1,4%,34,8%,1%,10,-7%,10%,4%,5
CCn1c(SCC(=O)Nc2ccc3c(c2)oc2ccccc23)nnc1-c1ccc(N)cc1,?,?,?,18µM*,23,?,-1%,?,1
N#CCC(=N)N1CCN(c2ccccc2Cl)CC1,11%,-19,8%,-10%,-18,-8%,-7%,13%,0
CC(C)c1nc(SCC(=O)Nc2nccs2)c2ccccc2n1,-3%,-13,-7%,-11%,-6,5%,26%,-3%,2
CCCC(C(=O)NCCC(C)C)N(Cc1ccc(F)cc1)C(=O)c1snc(C(N)=O)c1N (stereo not drawn),1%,8,0%,-1%,15,-5%,7%,-12%,-3
CCO[C@@H]1OC(C(=O)O)=C[C@H](c2csc3ccccc23)[C@H]1CCCO,0%,27,0%,-1%,1,-5%,-2%,-4%,9
CC(=O)c1cccc(NC(=S)N2CCC(Cc3ccccc3)CC2)c1,-9%,?,-23%,-11%,-7,?,2%,1%,-9
CCOC(=O)C1(Cc2cccc(Cl)c2)CCCN(C(=O)c2cccnc2)C1 (stereo not drawn),13%,6,9%,-11%,-16,-4%,3%,-4%,-14
CCN(CC(=O)Nc1ccc(NC(C)=O)cc1)C(=O)c1cc(CN2C(=O)c3ccccc3C2=O)ccc1OC,3%,-10,12%,?,4,-6%,16%,0%,1
COc1ccccc1Nc1nc(N)nc(CN2CCC(Cc3ccccc3)CC2)n1,-1%,-7,-13%,?,-59*,-1%,7%,-4%,-4

# Overlap with the part before: 2 entries, then new ones.
SMILES,HT1080 IDH1KD tx,IL1B secr inh,HT1080NT lethal,KB-V1 cytotox,D3 antag,SW480 rereplic,GLP-1R agonist,KB-3-1 cytotox,D3 ag
CCN(CC(=O)Nc1ccc(NC(C)=O)cc1)C(=O)c1cc(CN2C(=O)c3ccccc3C2=O)ccc1OC,3%,-10,12%,?,4,-6%,16%,0%,1
COc1ccccc1Nc1nc(N)nc(CN2CCC(Cc3ccccc3)CC2)n1,-1%,-7,-13%,?,-59*,-1%,7%,-4%,-4
CCSC1=NC2(CCCCC2)Nc2sc3c(c21)CCCC3,-1%,-22,-16%,0%,-61*,?,11%,?,0
COc1ccc(/C=C/C(=O)NCc2ccccn2)cc1,18%,3,12%,-20%,10,2%,0%,-2%,4
O=C(c1ccc(COc2ccccc2Br)cc1)N1CCCCC1,-27%,-58*,-17%,-3%,?,-5%,?,-3%,-11
Cc1ccc(OC(=O)c2ccc(S(=O)(=O)N(C)C)cc2)c(-n2nc3ccccc3n2)c1,-2%,-22,-1%[9.24 µM],22%,-20,-2%,-29%,9%,-9
O=C(COc1ccc(OCc2ccccc2)cc1)NC1CCOC1=O (stereo not drawn),3%,14,7%,18%,24,0%,-2%,15%,10
CCc1ccc(-c2nc(CSCC(=O)N3CCN(c4ccccn4)CC3)c(C)o2)cc1,?,?,2%,18µM*,50,3%,1%,?,5
O=S(=O)(c1cccc(C(F)(F)F)c1)N1CCN(c2ccccc2)CC1,-15%,-1,-5%,-10%,8,1%,-13%,-13%,-32

# High-throughput results: PubChem, National Center for Advancing Translational Sciences (NCATS)
